Screening results (PubChem)
GLA spleen mod: inhibits or activates alpha-galactosidase in human spleen homogenate; 0.008% of 240,000 active; P06280; AID 2107; human spleen homogenate, 4MU-alpha-Gal fluorescence, 40 min; Potency, µM (doses to about 80 µM), for the others: at the top dose activity change, negative = inhibition, hits mostly inhibitors;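 further: 0% = enzyme with vehicle and -100% = no enzyme basal signal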
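Spleen homogenate 1 ug + cpd (titration) + 4-MU-alpha-D-galactopyranoside 1 mM; 37C 40 min; 50 mM citrate/phosphate pH 5.0, 0.01% Tween-20; stop pH 10; fluorescence 365/440; AC50 via Hill.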
L3MBTL1 block: L3MBTL1 (human) inhibition. Q9Y468. AlphaScreen L3MBTL1–H3K9me1 peptide binding. Potency, µM (series often up to 57.1 µM), without a hit: top-dose activity, negative = inhibition, hits mostly inhibitors. 0.66% of 230,000 active; further: nearly all actives have a fitted effect of over 60% in size
Target sequence (Q9Y468 whole entry, looked up): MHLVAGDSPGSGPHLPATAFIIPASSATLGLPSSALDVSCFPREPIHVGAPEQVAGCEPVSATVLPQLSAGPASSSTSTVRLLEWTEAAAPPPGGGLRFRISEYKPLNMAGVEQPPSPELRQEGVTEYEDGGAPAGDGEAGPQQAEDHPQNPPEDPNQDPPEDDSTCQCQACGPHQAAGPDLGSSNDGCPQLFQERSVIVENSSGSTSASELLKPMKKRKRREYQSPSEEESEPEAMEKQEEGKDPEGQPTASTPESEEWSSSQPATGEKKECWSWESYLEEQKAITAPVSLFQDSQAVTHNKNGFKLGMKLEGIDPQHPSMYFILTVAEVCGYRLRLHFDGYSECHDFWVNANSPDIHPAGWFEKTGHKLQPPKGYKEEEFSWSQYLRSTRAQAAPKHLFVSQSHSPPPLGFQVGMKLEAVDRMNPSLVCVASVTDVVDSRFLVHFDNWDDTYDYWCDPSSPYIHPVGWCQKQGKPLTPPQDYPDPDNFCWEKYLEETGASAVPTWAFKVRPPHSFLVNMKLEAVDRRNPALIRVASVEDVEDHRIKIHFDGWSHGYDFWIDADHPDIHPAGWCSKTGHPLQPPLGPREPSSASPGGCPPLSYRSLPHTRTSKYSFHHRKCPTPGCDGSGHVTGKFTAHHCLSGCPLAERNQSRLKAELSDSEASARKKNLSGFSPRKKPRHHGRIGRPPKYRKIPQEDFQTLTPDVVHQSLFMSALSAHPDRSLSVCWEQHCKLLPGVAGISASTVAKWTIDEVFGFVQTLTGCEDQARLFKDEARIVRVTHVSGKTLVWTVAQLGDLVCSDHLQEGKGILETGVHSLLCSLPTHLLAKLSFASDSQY
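L3MBTL1 (50 nM) pre-complexed 30 min with biotinylated H3(1-15)K9me1 peptide (75 nM), then compounds added for 30 min at room temperature; AlphaScreen streptavidin donor/nickel chelate acceptor beads (10 ug/mL final) read after 30 min dark incubation.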
Tau fluor cs: counter-screen for tau fibril formation inhibitors | tau K18 P301L Alexa594 fluorescence, heparin fibrillization | 0.93% of 280,000 active | Potency, µM (series often up to 57.7 µM), inactives show top-dose activity change, negative = decrease; further: nearly all actives have a fitted effect of over 55% in size
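Human K18 P301L tau (15 uM unlabeled plus 0.24 uM Alexa 594-labeled, final) in 100 mM sodium acetate pH 7 was mixed with compound and 20 uM heparin and incubated 6 hr at 37 C.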
Tau fibril FP: inhibitors of human tau fibril formation | AID 1468 | K18 P301L tau heparin fibrillization, Alexa594 FP, 6 h | 0.39% of 280,000 active | Potency, µM (titrated, usually from 57.7 µM), without a hit: at the highest dose activity, negative = inhibition, usual class: inhibitors | P10636; further: nearly all actives have a fitted effect of over 55% in size
Target sequence (P10636 561-689 P618L limits assumed): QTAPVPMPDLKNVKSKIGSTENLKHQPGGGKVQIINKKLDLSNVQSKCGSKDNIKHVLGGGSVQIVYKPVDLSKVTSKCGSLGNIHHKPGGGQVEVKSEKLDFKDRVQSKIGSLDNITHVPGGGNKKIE
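Quantitative HTS format: compounds meet 15 uM recombinant K18 P301L tau and Alexa 594-tau tracer in 100 mM sodium acetate pH 7; 20 uM heparin triggers fibrillization at 37 C over 6 hr; FP gives the signal.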
TR SRC2 fluor cs: alters Texas Red total fluorescence, flagging assay interference | TRb/SRC2 Texas Red total fluorescence interference | Potency, µM (highest dose often 106 µM), for inactives: top-dose fluorescence change, negative = quenching | 0.29% of 280,000 active | AID 1479; active means well fitted curve in either direction with a large enough effect; inconclusive means small, poorly fitted or top-dose-only effect
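Human TRβ ligand-binding domain (0.6 uM) and Texas Red SRC2 peptide (20 nM) in Tris buffer with 1 uM T3 and 5% DMSO were incubated with pinned compound for 5 hr at ambient temperature. Total fluorescence was computed as S + 2P (555/632 nm).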
Tau ThT inhib: inhibitors of human tau fibril formation, thioflavin T binding | AID 1460 | P10636 | Potency, µM (highest dose often 57.4 µM), for the others: at the highest dose activity, negative = inhibition, usual class: inhibitors | recombinant tau K18 P301L (four-repeat tau fragment), heparin-induced fibrillization, ThT fluorescence | 2.1% of 270,000 active; further: nearly all actives have a fitted effect of over 55% in size
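Recombinant human tau K18 fragment […] carrying P301L, 15 uM unlabeled plus 0.24 uM Alexa 594-labeled, was fibrillized with 20 uM heparin in 100 mM sodium acetate pH 7 for 6 hr at 37 C; 30 uM ThT fluorescence read after 1 hr.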
TRb-SRC2 inh: disrupts binding of human TR beta to SRC2 | P10828 | TRbeta-SRC2 peptide binding, fluorescence polarization; receptor liganded with 1 µM T3 | Potency, µM (titrated, usually from 106 µM), without a hit: at the top dose activity change, negative = inhibition, hits mostly inhibitors | 0.065% of 280,000 active;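 further: plate controls were bound peptide for no effect and peptide without receptor for full effect; nearly all actives have a fitted effect of over 50% in size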
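TRb LBD 0.6 uM + Texas Red SRC2 peptide 20 nM, 1 uM T3, Tris buffer w/ 5% DMSO; compound pinned, 5 h RT; FP read ex 555/em 632; normalized to unbound and bound controls.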
ALDH1A1 block: ALDH1A1 (human) enzyme inhibition. P00352. Purified ALDH1A1, NADH fluorescence, propionaldehyde substrate. Potency, µM (doses to about 75.3 µM), without a hit: at the top dose activity, negative = inhibition, most hits filed as inhibitors. 7.3% of 220,000 active. AID 1030; active means well fitted inhibition curve with a large enough effect, not every such curve was filed as active; inconclusive means small, poorly fitted or top-dose-only effect, or another doubt; inactive means no such curve, though single readings can be large or run the other way;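 further: plate controls were no enzyme wells and a reference inhibitor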
Active calls of the source: *; [ ] = dose if it differs, or a comment. Unless noted, the call rests on the fitted dose curve; in most records, active means well fitted curve in the direction sought with a large enough effect; inconclusive means small, poorly fitted or top-dose-only effect, or another doubt; inactive means no such curve, though single readings can be large; an effect the other way counts as inactive or inconclusive. Unless noted, on the % scale 0 is the no-effect control and ±100 the full control effect; potency means the concentration at half of the fitted maximal effect.

`COC(=O)CSC1=C(C#N)C(c2ccc(C)cc2)C2=C(CCCC2=O)N1` (stereo not given) gave GLA spleen mod 8%, L3MBTL1 block 7%, Tau fluor cs -13%, Tau fibril FP -12%, TR SRC2 fluor cs 1%, Tau ThT inhib -9%, TRb-SRC2 inh -6% and ALDH1A1 block inconclusive.
Screening Cc1cc(C)cc(NC(=O)C(OC(=O)c2sccc2C)c2ccccc2)c1 (stereo not given) returned GLA spleen mod 1%, L3MBTL1 block -4%, Tau fluor cs 2%, Tau fibril FP -1%, TR SRC2 fluor cs 9%, Tau ThT inhib 10%, TRb-SRC2 inh -5% and ALDH1A1 block -1%.
For CC1CCC(C(=O)O)NC1c1ccc(-c2ccco2)cc1 (stereo not given) the results were GLA spleen mod 10%[17.5 µM], Tau fluor cs -7%[11.6 µM], Tau fibril FP -2%[11.6 µM], TR SRC2 fluor cs -7%[11.2 µM], Tau ThT inhib -9%[11.5 µM], TRb-SRC2 inh -1%[11.2 µM] and ALDH1A1 block 2%[13.5 µM].
`CCC(=O)Nc1ccc(S(=O)(=O)N2CCN(c3ccc(F)cc3)CC2)cc1` gave GLA spleen mod 8%, L3MBTL1 block -4%, Tau fluor cs -18%, Tau fibril FP -8%, TR SRC2 fluor cs -3%, Tau ThT inhib 1%, TRb-SRC2 inh 3% and ALDH1A1 block 20%.
For Cc1c(C(=O)Nc2ccc(N3CCOCC3)cc2)oc2ccccc12 the results were GLA spleen mod -9%, L3MBTL1 block -4%, Tau fluor cs inconclusive, Tau fibril FP 0%, TR SRC2 fluor cs -1%, Tau ThT inhib inconclusive, TRb-SRC2 inh -6% and ALDH1A1 block -3%.
Screening O=C(c1ccc(Br)o1)N1CCN(c2ncccn2)CC1 returned GLA spleen mod -1%, Tau fluor cs -10%, Tau fibril FP 4%, TR SRC2 fluor cs -1%, Tau ThT inhib -16%, TRb-SRC2 inh -5% and ALDH1A1 block 10%.
Cc1ccc(Cn2nnc3c(=O)n(CC(=O)NCc4ccco4)cnc32)cc1 was read as GLA spleen mod 7%, L3MBTL1 block -23%[11.4 µM], Tau fluor cs 2%, Tau fibril FP 0%, TR SRC2 fluor cs -2%, Tau ThT inhib 4%, TRb-SRC2 inh -3% and ALDH1A1 block -2%.
`O=C(O)CCC(=O)Nc1ccccc1C(=O)NCCc1ccccc1` gave GLA spleen mod 2%, L3MBTL1 block 11%, Tau fluor cs 10%, Tau fibril FP -6%, TR SRC2 fluor cs -3%[53 µM], Tau ThT inhib 11%, TRb-SRC2 inh -3%[53 µM] and ALDH1A1 block 1%.
Screening Cc1ccc(C)c(CN2C(=O)c3ccccc3Sc3ccc(C(=O)NCc4cccs4)cc32)c1 returned Tau fluor cs -10%, Tau fibril FP inconclusive, TR SRC2 fluor cs 0%, Tau ThT inhib 2% and TRb-SRC2 inh -3%.
Screening CC(=O)Nc1ccc(S(=O)(=O)N2CCN=C2C)cc1 returned GLA spleen mod 0%, Tau fluor cs 1%, Tau fibril FP -4%, TR SRC2 fluor cs -1%, Tau ThT inhib 4%, TRb-SRC2 inh -6% and ALDH1A1 block inconclusive.
For O=C(Nc1cc(C(F)(F)F)ccc1Cl)c1ccncc1 the results were GLA spleen mod -6%, L3MBTL1 block 17%, Tau fluor cs -1%, Tau fibril FP 6%, TR SRC2 fluor cs -4%, Tau ThT inhib 2%, TRb-SRC2 inh -3% and ALDH1A1 block 2%.
For Cc1ccc(S(=O)(=O)N(C)C)cc1NC(=S)N(CCC#N)Cc1cccnc1 the results were GLA spleen mod -5%, Tau fluor cs -11%, Tau fibril FP -17%, TR SRC2 fluor cs 4%, Tau ThT inhib -1%, TRb-SRC2 inh 0% and ALDH1A1 block inconclusive.
For c1ccc2c(c1)Nc1ccncc1S2 the results were GLA spleen mod -12%, L3MBTL1 block 34%[activator], Tau fluor cs inconclusive, Tau fibril FP 14%, TR SRC2 fluor cs -9%, Tau ThT inhib inconclusive and TRb-SRC2 inh -5%.
Screening Cc1cnc(CNc2ncncc2-c2ccccc2CN(C)C)cn1 returned GLA spleen mod 8%, Tau fluor cs -8%, Tau fibril FP -11%, TR SRC2 fluor cs -23%, Tau ThT inhib -13%, TRb-SRC2 inh -1% and ALDH1A1 block -5%.
Screening O=C(Nc1c(-c2ccccc2)nc2ncccn12)c1cc2ccccc2oc1=O returned GLA spleen mod -3%, L3MBTL1 block 14%, Tau fluor cs -4%, Tau fibril FP 5%, TR SRC2 fluor cs -1%, Tau ThT inhib -16%, TRb-SRC2 inh 8% and ALDH1A1 block 7%.
CC(C)(C)C(=O)c1cn(CC(=O)NCc2ccc3c(c2)OCO3)c2ccccc12 was read as GLA spleen mod -5%, Tau fluor cs -25%, Tau fibril FP -3%, TR SRC2 fluor cs -1%, Tau ThT inhib -11%, TRb-SRC2 inh 1% and ALDH1A1 block inconclusive.
`Cc1nc2nc(-c3ccc(Cl)cc3)[nH]n2c(=O)c1Cc1ccccc1` gave GLA spleen mod -5%, L3MBTL1 block 4%, Tau fluor cs 0%, Tau fibril FP 0%, TR SRC2 fluor cs -6%, Tau ThT inhib -7%, TRb-SRC2 inh -9% and ALDH1A1 block -8%.
C=CCOn1c(=O)c(-c2cc3ccccc3o2)[n+]([O-])c2ccccc21 was read as GLA spleen mod 8%, L3MBTL1 block 9%, Tau fluor cs -13%, Tau fibril FP 0%, TR SRC2 fluor cs 0%, Tau ThT inhib -19%, TRb-SRC2 inh 4% and ALDH1A1 block 8%.
Screening CCOC(=O)c1cccc(N2C(N)=NC(N)=NC2(C)C)c1 returned GLA spleen mod 5%, L3MBTL1 block 0%, Tau fluor cs -7%, Tau fibril FP -2%, TR SRC2 fluor cs -3%, Tau ThT inhib -6%, TRb-SRC2 inh 2% and ALDH1A1 block 10%.
Screening Cc1ccc(NS(=O)(=O)c2ccc(C)c(NC(=O)COc3ccc4ccccc4c3)c2)c(C)c1 returned GLA spleen mod 5%, L3MBTL1 block -6%, Tau fluor cs inconclusive, Tau fibril FP inconclusive, TR SRC2 fluor cs 1%, Tau ThT inhib -19%, TRb-SRC2 inh 5% and ALDH1A1 block -7%.
Screening CN(C)S(=O)(=O)c1cccc(NC(=O)COC(=O)CNC(=O)c2cccc([N+](=O)[O-])c2)c1 returned GLA spleen mod -4%, Tau fluor cs -2%, Tau fibril FP -2%, TR SRC2 fluor cs -3% and TRb-SRC2 inh 3%.
For CC1(C)SC2c3ccccc3C(=O)N2[C@@H]1C(=O)NCc1ccco1 (stereo not given in full) the results were GLA spleen mod 9%, L3MBTL1 block -2%, Tau fluor cs 3%, Tau fibril FP -5%, TR SRC2 fluor cs 3%, Tau ThT inhib 2%, TRb-SRC2 inh 3% and ALDH1A1 block 9%.
`O=C1c2ccccc2C(=O)N1CCCc1nc(-c2cccnc2)no1` gave GLA spleen mod 5%, L3MBTL1 block 1%, Tau fluor cs -4%, Tau fibril FP -4%, TR SRC2 fluor cs 4%, Tau ThT inhib -10%, TRb-SRC2 inh -1% and ALDH1A1 block 0%.
For Cn1ncc(Br)c1C(=O)N/N=C/c1ccc(OS(=O)(=O)c2ccccc2)cc1 the results were GLA spleen mod 9%, L3MBTL1 block 3%, Tau fluor cs inconclusive, Tau fibril FP -10%, TR SRC2 fluor cs -4%, Tau ThT inhib inconclusive, TRb-SRC2 inh -9% and ALDH1A1 block 25µM*.
For COC(=O)c1ccc(C(=O)OC)c(NS(=O)(=O)c2ccc(NC(C)=O)cc2)c1 the results were GLA spleen mod 15%, L3MBTL1 block 5%, Tau fluor cs -15%, Tau fibril FP -8%, TR SRC2 fluor cs -2%, Tau ThT inhib -5%, TRb-SRC2 inh 5% and ALDH1A1 block inconclusive.
O=C(CSCc1ccc(F)cc1)NCc1cccs1 was read as GLA spleen mod -3%, Tau fluor cs -5%, Tau fibril FP -7%, TR SRC2 fluor cs 0%, Tau ThT inhib -5%, TRb-SRC2 inh -11% and ALDH1A1 block 2%.
Screening Cc1c(-c2ccccc2)[n+](=O)c(-c2ccc(Cl)cc2)c(C)n1[O-] returned GLA spleen mod -8%, L3MBTL1 block -1%, Tau fluor cs -6%, Tau fibril FP -1%, TR SRC2 fluor cs -5%, Tau ThT inhib -3%, TRb-SRC2 inh -2% and ALDH1A1 block inconclusive.
Screening COc1ccc(S(=O)(=O)n2nc(C)c(S(=O)(=O)N3CCC(C)CC3)c2C)cc1C returned Tau fluor cs 1%, Tau fibril FP -4%, TR SRC2 fluor cs -1%, Tau ThT inhib 0% and TRb-SRC2 inh 4%.
O=C(NCCCc1ccccc1)N1CCOCC1 was read as GLA spleen mod 6%, L3MBTL1 block 3%, Tau fluor cs 4%, Tau fibril FP 5%, TR SRC2 fluor cs -1%, Tau ThT inhib -1%, TRb-SRC2 inh -3% and ALDH1A1 block 11%.
Screening Cc1cc(CN(C)Cc2cn(C)nc2-c2ccc(Oc3ccccc3)cc2)on1 returned GLA spleen mod -2%, L3MBTL1 block -9%, Tau fluor cs -23%, Tau fibril FP -1%, TR SRC2 fluor cs -1%, Tau ThT inhib inconclusive and TRb-SRC2 inh -9%.
O=C(CNS(=O)(=O)/C=C/c1ccccc1)OCC(=O)N1CCC(Cc2ccccc2)CC1 was read as GLA spleen mod -6%, Tau fluor cs -11%, Tau fibril FP 10%, TR SRC2 fluor cs -1%, Tau ThT inhib inconclusive, TRb-SRC2 inh -5% and ALDH1A1 block inconclusive.
`O=C(Cn1cnc2cc(Cl)ccc2c1=O)Nc1ccc2c(c1)OCO2` gave GLA spleen mod -5%, L3MBTL1 block -11%, Tau fluor cs -10%, Tau fibril FP -2%, TR SRC2 fluor cs 0%, Tau ThT inhib -5%, TRb-SRC2 inh 11% and ALDH1A1 block inconclusive.
Screening Cc1ccc(N2C(=O)CCSC23C(=O)N(Cc2ccc(F)cc2)c2ccccc23)cc1 (stereo not given) returned Tau fluor cs -18%, Tau fibril FP inconclusive, TR SRC2 fluor cs -14%, Tau ThT inhib inconclusive and TRb-SRC2 inh 5%.

A run of entries from the list above:
O=C(CNS(=O)(=O)/C=C/c1ccccc1)OCC(=O)N1CCC(Cc2ccccc2)CC1 was read as GLA spleen mod -6%, Tau fluor cs -11%, Tau fibril FP 10%, TR SRC2 fluor cs -1%, Tau ThT inhib inconclusive, TRb-SRC2 inh -5% and ALDH1A1 block inconclusive.
`O=C(Cn1cnc2cc(Cl)ccc2c1=O)Nc1ccc2c(c1)OCO2` gave GLA spleen mod -5%, L3MBTL1 block -11%, Tau fluor cs -10%, Tau fibril FP -2%, TR SRC2 fluor cs 0%, Tau ThT inhib -5%, TRb-SRC2 inh 11% and ALDH1A1 block inconclusive.
